SENP8 inh: blocks human SENP8 cleavage of Nedd8 substrate; recombinant SENP8, Nedd8 substrate fluorescence; AID 602440; 360,000 tested, 0.64% active; inhibition, % at 20 µM; Q96LD8; in the data active means inhibition mostly above about 40%, no sharp cut-off; inactive means mostly below about 27%
Target sequence (Q96LD8 whole entry, looked up): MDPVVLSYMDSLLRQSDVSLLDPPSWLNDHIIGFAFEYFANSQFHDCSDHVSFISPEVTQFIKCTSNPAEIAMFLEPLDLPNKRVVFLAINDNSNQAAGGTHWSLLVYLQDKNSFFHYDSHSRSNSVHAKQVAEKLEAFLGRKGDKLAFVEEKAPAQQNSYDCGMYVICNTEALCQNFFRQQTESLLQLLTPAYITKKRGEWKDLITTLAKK
SENP6 block: SENP6 protease inhibition | Q9GZR1 | Recombinant SENP6 catalytic domain, aminoluciferin luminescence | inhibition, % at 10 µM | 330,000 tested, 1.8% active;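 active means inhibition above about 50% at the single tested dose, limit read from the data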;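 further: plate controls were DMSO wells with enzyme for no effect and DMSO wells lacking enzyme for full effect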
Target sequence (Q9GZR1 628-1112 limits assumed): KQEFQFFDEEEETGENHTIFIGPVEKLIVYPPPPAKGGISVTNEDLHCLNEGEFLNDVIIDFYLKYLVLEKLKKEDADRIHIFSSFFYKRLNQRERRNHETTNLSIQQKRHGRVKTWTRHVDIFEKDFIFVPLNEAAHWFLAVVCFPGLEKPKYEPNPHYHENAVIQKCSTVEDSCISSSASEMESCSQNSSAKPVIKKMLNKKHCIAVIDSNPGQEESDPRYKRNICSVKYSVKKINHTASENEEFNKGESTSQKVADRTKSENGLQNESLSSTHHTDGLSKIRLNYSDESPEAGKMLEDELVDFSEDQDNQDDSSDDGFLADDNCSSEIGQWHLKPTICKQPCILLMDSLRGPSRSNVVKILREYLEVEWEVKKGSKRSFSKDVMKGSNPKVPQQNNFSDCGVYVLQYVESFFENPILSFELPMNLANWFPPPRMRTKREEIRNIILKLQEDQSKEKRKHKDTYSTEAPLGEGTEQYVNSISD
NR3A LBD binder: modulates the human NR3A ligand-binding domain | NR3A LBD differential scanning fluorimetry, Tm shift; 0% = protein alone, 100% = glycine-bound protein | Tm shift relative to glycine control, % at 25 µM | 340,000 tested, 2.5% active;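 active means melting temperature shift of at least 10% of the positive control shift, at one fixed dose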
PfGluPho inh: PfG6PD (Plasmodium falciparum) enzyme inhibition; inhibition, % at 20 µM; PfGluPho enzyme, NADPH resazurin-diaphorase fluorescence; 350,000 tested, 0.78% active;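 active means inhibition reaching at least a set limit at 20 µM in the primary screen, cut at about 59% in these data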;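 further: 0% = DMSO wells with substrate and 100% = DMSO wells lacking glucose-6-phosphate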
HKDC1 inhibitor: HKDC1 (human) hexokinase inhibition | inhibition, % at 20 µM | 340,000 tested, 0.16% active | AID 493160 | recombinant HKDC1, G6PDH/diaphorase resazurin coupled fluorescence;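 active means inhibition above about 35% when tested at 20 µM, limit read from the data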;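 further: plate controls were DMSO wells with enzyme for no effect and DMSO wells lacking enzyme for full effect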
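Material – in-house recombinant HK5 (HKDC1) enzyme · Quantity – HKDC1 at 5 µg/mL · Buffer or medium – pH 8.0 Tris buffer with 10 mM MgCl2 · Reagent – glucose with 1 mM ATP · Dosing – single 20 µM dose · Times – reaction time 90 min, room temperature, protected from light · Technique – resorufin fluorescence at 613 nm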
MPTP inh: permeability transition pore inhibition; isolated mouse mitochondria, Ca2+ swelling absorbance, 30 min; 360,000 tested, 1.4% active; inhibition, % at 10 µM;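 active means inhibition of 50% or more, scaled per plate between neutral and stimulator controls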;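 further: 0% = DMSO wells given calcium and 100% = 1 mM EGTA wells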
ATG4B inhibitor: inhibitors of human ATG4B cysteine protease. ATG4B cleavage of LC3-PLA2, NBD-HPC fluorescence, 1 h. inhibition, % at 8.33 µM. 340,000 tested, 0.51% active; in the data active means inhibition above about 40%
SENP7 block: SENP7 protease inhibition; Q9BQF6; recombinant SENP7, Z-RLRGG-aminoluciferin luminescence, 40 min; inhibition, % at 5 µM; 330,000 tested, 1.5% active; AID 434973;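 active means inhibition above about 50% at the single test dose, limit read from the data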;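 further: plate controls were DMSO with enzyme for no effect and no enzyme buffer wells for full effect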
Target sequence (Q9BQF6 706-1050 limits assumed): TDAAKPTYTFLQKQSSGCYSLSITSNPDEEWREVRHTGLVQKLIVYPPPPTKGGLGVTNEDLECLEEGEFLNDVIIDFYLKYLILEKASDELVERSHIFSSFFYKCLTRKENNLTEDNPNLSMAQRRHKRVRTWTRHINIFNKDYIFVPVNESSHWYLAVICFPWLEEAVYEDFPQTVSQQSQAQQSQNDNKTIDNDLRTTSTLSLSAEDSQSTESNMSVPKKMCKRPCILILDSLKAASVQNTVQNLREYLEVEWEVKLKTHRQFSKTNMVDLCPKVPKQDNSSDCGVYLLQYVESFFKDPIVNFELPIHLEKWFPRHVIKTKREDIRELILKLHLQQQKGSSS
Numbers without * were called inactive; i = inactive; / = not tested or not shown.

#	Molecule	SENP8 inh	SENP6 block	NR3A LBD binder	PfGluPho inh
1	Cc1ccc(-c2nnc(SCC(=O)N/N=C/c3cccs3)n2-c2ccc(C)cc2)cc1	15	2	-7	-17
2	O=C(Nc1nc(-c2ccc(-c3ccccc3)cc2)cs1)C1CCCO1 (stereo not drawn)	-90	12	-3	2
3	CCCCOc1ccc(/C=C/C(=O)N(CC)CC(=O)Nc2ccc3c(c2)OCCO3)cc1OC	-115	-16	-3	6
4	c1ccc(-c2cc(-c3ccccc3)on2)cc1	32	-10	30*	0
5	Cc1ccc(O)c(NC(=O)CSc2n[nH]c(C)c2[N+](=O)[O-])c1	10	1	-3	-20
6	CCc1ccccc1NC(=S)N(Cc1ccco1)C(C)c1cccs1 (stereo not drawn)	7	-10	-1	17
7	Cc1cc(/C=N/NC(N)=O)c(C)c(CO)c1	18	-22	1	-2
8	CCOC(=O)Cc1c(C)nc2c(-c3ccc(Cl)cc3)c(C)[nH]n2c1=O	-291	-7	-2	-1
9	COc1ccccc1C(=O)Nc1ccc(OCC(=O)N2CC(C)CC(C)C2)cc1 (stereo not drawn)	16	1	0	-4
10	COc1cc(C(=O)Nc2ccc3c(c2)OCCO3)ccc1OC(C)C	13	-13	1	1
11	O=C(NNc1ccccn1)C(=O)NNS(=O)(=O)c1ccc(Cl)cc1	3	-3	1	-15
12	NN/C(=C\[N+](=O)[O-])Nc1ccccc1	25	5	-2	24
13	CC(C)(C)c1ccc2oc(=O)cc(-c3cccc(-c4ccc(C(F)(F)F)cc4)c3)c2c1	13	/	3	-6
14	Cc1cc[n+](CC(=O)Nc2cc(C(F)(F)F)ccc2Cl)cc1	10	-6	/	2
15	Cc1cccc(CSc2ncnc3c2cnn3Cc2ccccc2)c1	8	-9	-1	-9

#	HKDC1 inhibitor	MPTP inh	ATG4B inhibitor	SENP7 block
1	-13	0.5	5	2
2	-8	-2.3	-8	-2
3	-1	-0.7	-7	10
4	-6	1.0	-1	98*
5	13	12	3	-4
6	-4	1.3	-5	8
7	-4	-0.1	2	-4
8	-3	0.7	-15	-5
9	7	-0.7	12	0
10	0	-1.3	-2	-7
11	-16	-2.7	-6	0
12	-14	2.6	-10	6
13	0	0.2	-10	7
14	-7	-0.9	-3	3
15	-2	1.7	-2	-7

Compound profiles, from the list above. Order of screens: SENP8 inh	SENP6 block	NR3A LBD binder	PfGluPho inh	HKDC1 inhibitor	MPTP inh	ATG4B inhibitor	SENP7 block
Cc1cc[n+](CC(=O)Nc2cc(C(F)(F)F)ccc2Cl)cc1 reads 10	-6	/	2	-7	-0.9	-3	3
Cc1cccc(CSc2ncnc3c2cnn3Cc2ccccc2)c1 reads 8	-9	-1	-9	-2	1.7	-2	-7

More records follow:
#	Molecule	SENP8 inh	SENP6 block	NR3A LBD binder	PfGluPho inh
16	CN1CCN(NC(=S)NC2CCCC2)CC1	6	-1	-1	-12
17	COC(=O)[C@H]1[C@@H](C)N(Cc2ccccc2)C(=O)N[C@H]1c1ccccc1	10	-6	3	-14
18	CCCc1cc(=O)oc2c3c(cc(OCC(=O)N[C@@H](C)C(=O)O)c12)OC(C)(C)CC3	-268	3	1	-2
19	Cc1ccc(N(CC(=O)Nc2cc(C)ccc2C)S(C)(=O)=O)cc1	15	5	1	6
20	CCOC(=O)c1ccc(-c2ccc(/C=N/NC(=O)CN(c3ccccc3Br)S(C)(=O)=O)o2)cc1	-403	-5	12*	17
21	COc1ccccc1C(CNc1nc(C(F)(F)F)nc2ccccc12)N(C)C (stereo not drawn)	4	-9	-1	2
22	CCOC(=O)c1c(C)[nH]c(C(=O)OCC(=O)NCCc2ccc(OCC)c(OCC)c2)c1C	6	6	2	-4
23	CC(C)=CC(=O)Nc1nnc(-c2ccccc2C)s1	-52	-27	-2	3
24	COc1cc(/C=C2\SC(=O)N(Cc3ccc(Cl)cc3)C2=O)cc([N+](=O)[O-])c1O	31	/	6	-3
25	CCc1ccc2[nH]c(=O)c(CN(CCCN3CCOCC3)C(=O)Nc3ccc(Cl)cc3)cc2c1	-54	-7	-5	-12
26	O=C(NC(=S)NC(=O)c1ccccc1F)c1ccccc1F	8	14	2	7
27	O=C1CSC(c2cccc(Cl)c2Cl)N1c1ccccn1 (stereo not drawn)	5	9	0	-12
28	CCOC(=O)C1=C(COC(=O)C2CC(=O)N(c3ccc(CC)cc3)C2)NC(=O)NC1C (stereo not drawn)	10	-7	0	-7
29	Cc1ccccc1CC(=O)N1CCN(S(=O)(=O)c2cccs2)CC1	-2	-6	4	14
30	Cc1cccc(OCC(=O)O/N=C(\N)c2ccccn2)c1	12	-6	3	1

#	HKDC1 inhibitor	MPTP inh	ATG4B inhibitor	SENP7 block
16	0	1.2	6	1
17	-10	-0.3	-5	-15
18	4	0.2	-2	-7
19	-8	1.1	5	-2
20	-3	1.2	-22	0
21	-5	-1.4	-12	-3
22	-5	-1.2	-3	-1
23	-9	-1.2	-7	-7
24	17	6.6	16	/
25	0	5.7	-17	-4
26	10	6.0	-3	2
27	-3	8.8	-6	1
28	1	-2.7	-9	-8
29	-3	-2.4	-10	10
30	-12	0.2	-2	4

Next section
#	Molecule	SENP8 inh	SENP6 block	NR3A LBD binder	PfGluPho inh
31	CCN(Cc1nc(-c2cccc(C)c2)no1)C(=O)c1ccco1	10	-27	1	-5
32	Cc1ccnc(NC(=O)CNC(=O)c2ccccc2Br)c1	4	-7	0	1
33	CCN(CC)C(=O)c1ccc2c(=O)n(CCOC)c(=S)[nH]c2c1	5	-2	-1	-14
34	O=C(Nc1cccnc1)c1cccc(S(=O)(=O)N2CCOCC2)c1	13	-4	0	-8
35	CC(C)(C)n1nnnc1C(c1cccc(C#N)c1)N1CCCCCC1 (stereo not drawn)	17	-2	-1	-4
36	COc1ccccc1OCCSc1nc(C)c(Cc2ccccc2)c(=O)[nH]1	/	0	-1	-10
37	O=C(Cn1cnc2ccccc2c1=O)N1CCN(Cc2ccc3c(c2)OCO3)CC1	4	9	-1	-9
38	Cc1ccc(C(=O)C(C)OC(=O)C2CCN(c3ccc(C(F)(F)F)cn3)CC2)cc1C (stereo not drawn)	-8	-9	-1	30
39	Cc1cccc(-c2noc(CCC(=O)NCCc3ccccc3)n2)c1	13	-16	-1	-3
40	COc1ccc(NC(=O)CN(c2c(C)cccc2C)S(C)(=O)=O)cc1	5	-16	-3	-4
41	COc1ccc(C(=O)c2ccc(Cl)cc2)cc1	29	-16	0	-4
42	COc1ccc(CCN(C)C(=O)CSc2nc3ncc(Cl)cc3[nH]2)cc1OC	14	-11	0	-3
43	COc1ccc(S(=O)(=O)N(C)CC(=O)NC2CCCC2)cc1OC	-1	-9	0	11
44	O=C(N/N=C/c1sc(N2CCOCC2)nc1-c1ccccc1)c1ccccc1Cl	-401	1	-3	-14
45	NC(=S)Nc1cccc2[nH]ncc12	7	10	0	2

#	HKDC1 inhibitor	MPTP inh	ATG4B inhibitor	SENP7 block
31	-5	-1.3	4	4
32	-5	-1.5	-3	-4
33	-6	4.1	-1	-4
34	-11	-1.6	3	5
35	4	0.5	-4	5
36	0	/	-8	15
37	-10	2.8	2	-3
38	2	1.1	3	-10
39	-2	-0.2	-1	1
40	2	-1.6	11	-7
41	6	4.1	0	-8
42	14	0.5	-5	-10
43	-3	-1.0	0	5
44	-6	-1.5	-4	3
45	-6	1.7	-1	1

Following part:
#	Molecule	SENP8 inh	SENP6 block	NR3A LBD binder	PfGluPho inh
46	Cc1ccc(C(=O)OCC(=O)N2C(C)CCCC2C)cc1S(=O)(=O)N1CCCCC1 (stereo not drawn)	10	-9	1	8
47	COC(=O)C1=C(C)N(C)C(C)=C(C(=O)OC)C1c1ccsc1	1	-13	12*	-4
48	COc1ccc(-c2cn3c(C)c(C(=O)Nc4ccncc4)sc3n2)cc1	-268	-8	8	65*
49	COc1ccc(CC(=O)Oc2ccc(F)c(F)c2)cc1S(=O)(=O)N1CCOCC1	4	5	1	-17
50	COc1cc(S(=O)(=O)N2CCN(C(=O)c3ccco3)CC2)ccc1Cl	4	-18	1	-12
51	CCC1=NN(C(=O)Cc2ccccc2)C(O)(c2ccncc2)C1 (stereo not drawn)	21	-16	0	-2
52	O=C(OCC(=O)c1ccc(S(=O)(=O)N2CCCC2)cc1)C1=COCCO1	14	-11	0	2
53	Cc1sc2nc3ccc(N4CCCCC4)nn3c(=O)c2c1C	i	-14	1	47
54	Cc1ccccc1NC(=S)NC(=O)Cc1ccc(Cl)cc1	9	19	-7	4
55	CCOC(=O)c1c(NC(=O)Cn2nc([N+](=O)[O-])c(Br)c2C)sc2c1CCC(C)C2 (stereo not drawn)	4	-6	-1	-8
56	CN(C)C(=O)c1cnc(-c2ccccc2)nc1-c1ccccc1	10	11	-1	7
57	C/C(=N\NC(=O)c1ccccc1)c1ccc(N2CCOCC2)cc1	-53	-16	-2	13
58	CCOc1c(Cl)cc(/C=C/C(=O)N(CC)CC(=O)NCc2cccs2)cc1OC	-29	-20	0	14
59	O=C(O)c1ccc(C(=O)O)c(C(=O)c2ccc(NC(=O)c3ccccc3)cc2)c1	10	6	-1	-25
60	Cc1ccc(N(CC(=O)N/N=C/c2ccco2)S(=O)(=O)c2ccccc2)cc1	4	-7	5	-12

#	HKDC1 inhibitor	MPTP inh	ATG4B inhibitor	SENP7 block
46	-2	-1.6	-9	-3
47	-4	1.4	-3	4
48	-3	1.2	-24	6
49	3	0.3	9	2
50	-6	-0.7	-10	-5
51	-5	-0.9	-2	9
52	-2	-2.0	-5	-5
53	15	-1.9	14	0
54	-3	0.8	4	4
55	-5	-0.5	-1	-3
56	-7	-0.3	-7	-5
57	-3	12	-14	3
58	-2	0.4	-4	7
59	0	1.3	3	-7
60	-5	-0.1	-6	10

Reformatted: results already given.
[55] CCOC(=O)c1c(NC(=O)Cn2nc([N+](=O)[O-])c(Br)c2C)sc2c1CCC(C)C2 (stereo not drawn)
  SENP8 inh: 4; SENP6 block: -6; NR3A LBD binder: -1; PfGluPho inh: -8; HKDC1 inhibitor: -5; MPTP inh: -0.5; ATG4B inhibitor: -1; SENP7 block: -3

[56] CN(C)C(=O)c1cnc(-c2ccccc2)nc1-c1ccccc1
  SENP8 inh: 10; SENP6 block: 11; NR3A LBD binder: -1; PfGluPho inh: 7; HKDC1 inhibitor: -7; MPTP inh: -0.3; ATG4B inhibitor: -7; SENP7 block: -5

Later entries:
#	Molecule	SENP8 inh	SENP6 block	NR3A LBD binder	PfGluPho inh
61	Cn1cnc2ccc([N+](=O)[O-])cc2c1=O	27	-1	-2	8
62	CCOc1ccc(NC(=O)Nc2ccc3c(c2)N(C)C(=O)CS3)cc1	-2	-4	18*	10
63	COC(=O)CC1COc2ccccc2N1C(=O)c1cccc(Cl)c1 (stereo not drawn)	22	-12	0	-8
64	CCC(=O)Nc1nc2ccccc2n1Cc1ccccc1	26	14	1	-7
65	CC(C)CNC(=S)NNC(=O)c1csc2ccccc12	5	7	1	-26
66	C=CCn1c(-c2ccc(OC)cc2)nc2ccccc21	-17	27	-4	-1

#	HKDC1 inhibitor	MPTP inh	ATG4B inhibitor	SENP7 block
61	-10	0.1	-1	2
62	1	1.7	3	6
63	-5	1.5	-3	-4
64	2	-2.2	8	4
65	-5	0.7	3	21
66	-9	0.8	-4	-6

Arranged by SMILES length (highest first): 3 of the compounds above.
#	Molecule	SENP8 inh	SENP6 block	NR3A LBD binder	PfGluPho inh
5	Cc1ccc(O)c(NC(=O)CSc2n[nH]c(C)c2[N+](=O)[O-])c1	10	1	-3	-20
47	COC(=O)C1=C(C)N(C)C(C)=C(C(=O)OC)C1c1ccsc1	1	-13	12*	-4
39	Cc1cccc(-c2noc(CCC(=O)NCCc3ccccc3)n2)c1	13	-16	-1	-3

#	HKDC1 inhibitor	MPTP inh	ATG4B inhibitor	SENP7 block
5	13	12	3	-4
47	-4	1.4	-3	4
39	-2	-0.2	-1	1

Screening results (PubChem BioAssay)
